Screens deposited in PubChem BioAssay by several laboratories.
SRC2 TRFRET art – TR-FRET signal artefacts, primary screen, artefact control for PPARgamma SRC-2 agonist project, biochemical | TR-FRET artefact counter-screen; hits give high values | TR-FRET ratio at 8 µM | actives 0.4% (n = 200,000); in the data active = TR-FRET ratio above about 2000; note: inactives centre near 1500
STAT3 act – IL-6 driven STAT3 reporter potentiators, primary screen, U3A cells, luciferase, luminescence, MLSCN library; actives 0.91% (n = 190,000); activation (% of control), % at 5.6 µM; IL-6 STAT3-luciferase reporter; 100% = signal with IL-6 EC80 alone; AID 871, 2007;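 active = activation above the screen-wide mean of compound activation plus 3 SD, cut at about 130% in these data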;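 note: 0% = background luminescence of wells with medium and substrate only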
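Test system: Human STAT1-deficient U3A cells with stable STAT3-luciferase reporter | Also added: Interleukin-6, 33 ng/mL | Timing: Compound pre-incubation 1 h before IL-6, then 6 h stimulation at 37 °C | Technique: Luciferase reporter luminescence | Read-out: Percent of IL-6-only median luminescence | Benchmarks: IL-6-only wells as 100% reference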
STAT3 inh – IL-6 driven STAT3 reporter inhibitors, primary screen, U3A cells, luciferase, luminescence, MLSCN library | IL-6 STAT3-luciferase reporter; host cell line lacks STAT1 | inhibition, % at 5.5 µM | actives 0.89% (n = 190,000) | AID 862, 2007;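 active = inhibition above the mean inhibition across all screened compounds plus 3 SD, cut at about 44% in these data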;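 note: 0% = DMSO only wells and 100% = 100 µM nifuroxazide control wells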
S1P3 antag – S1P3 receptor antagonists, primary screen, cell-based; Sphingosine 1-phosphate receptor 3 (Homo sapiens), Q99500; CHO S1P3 NFAT-BLA reporter, FRET fluorescence, antagonist mode; inhibition, % at 4.98 µM; actives 0.27% (n = 170,000); AID 485, 2006;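 active = inhibition above the plate cutoff, the mean inhibition of test wells on that plate plus 3 SD, cut at about 28% in these data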;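 note: cells challenged with S1P at its EC80 of 0.8 µM; blue over green emission ratio from cleaved BLA substrate after 4 h stimulation; 0% = S1P-stimulated wells and 100% = unstimulated DMSO-only wells; some compounds past the cut are filed as inactive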
Target sequence (Q99500 whole entry, looked up): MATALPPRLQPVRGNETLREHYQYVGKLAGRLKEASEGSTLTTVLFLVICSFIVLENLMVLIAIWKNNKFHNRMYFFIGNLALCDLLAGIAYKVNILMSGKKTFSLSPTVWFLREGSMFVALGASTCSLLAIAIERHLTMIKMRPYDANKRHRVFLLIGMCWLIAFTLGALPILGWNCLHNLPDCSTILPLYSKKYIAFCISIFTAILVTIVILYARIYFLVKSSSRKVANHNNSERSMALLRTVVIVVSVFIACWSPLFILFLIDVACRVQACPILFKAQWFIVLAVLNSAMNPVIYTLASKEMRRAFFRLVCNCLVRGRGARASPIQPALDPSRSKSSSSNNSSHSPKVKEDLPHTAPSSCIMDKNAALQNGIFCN
PPARg SRC-3 ag – PPARgamma agonists recruiting SRC-3 coactivator, primary screen, biochemical. Peroxisome proliferator-activated receptor gamma (Homo sapiens), P37231. biochemical PPARgamma/SRC-3 coactivator recruitment assay. activation, % at 8 µM. actives 0.26% (n = 200,000). AID 731, 2007; in the data active = activation above about 23%;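 note: 0% = DMSO and 100% = reference agonist; some compounds past the cut are filed as inactive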
PPARg SRC-2 ag – agonists of PPARg-SRC-2 recruitment, primary screen, biochemical, HTS; PPARgamma LBD-SRC-2 recruitment; activation, % at 8 µM; actives 0.34% (n = 200,000); in the data active = activation above about 22%;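 note: 0% = vehicle and 100% = reference agonist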
RAM inhibit – inhibitors of the yeast RAM network, primary screen, dse1pr::URA3 reporter, 5-FOA selection. S. cerevisiae dse1pr::URA3 reporter, 5-FOA growth OD615, 2 d; analog-sensitive cbk1-as2 kinase mutant strain. inhibition, % at 50 µM. actives 1.8% (n = 190,000). AID 868, 2007;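 active = inhibition above a set limit, 3 SD over mean compound inhibition, cut at about 8.4% in these data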;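 note: 0% = DMSO-only wells with no growth and 100% = 10 µM 1-NA-PP1 full growth; inhibition rescues growth on 5-FOA so higher OD means more RAM inhibition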
PPARg SRC1 recr – PPARgamma agonists recruiting SRC-1 coactivator, primary screen, biochemical; Peroxisome proliferator-activated receptor gamma (Homo sapiens), P37231; AID 631, 2007; PPARgamma-SRC-1 coactivator recruitment biochemical assay; activation, % at 8 µM; actives 0.41% (n = 200,000); in the data active = activation above about 19%;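 note: 0% = DMSO and 100% = reference agonist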
STAT1 inh – STAT1 signaling inhibitors, primary screen, cell-based, HTS, luciferase reporter | NIH 3T3 STAT1-luciferase reporter, IFN-gamma, luminescence | inhibition, % at 5.5 µM | actives 0.35% (n = 200,000) | AID 920, 2007;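 active = inhibition above a set limit, the mean inhibition across all tested compounds plus 3 SD, cut at about 34% in these data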;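 note: 0% = IFN-gamma with DMSO and 100% = IFN-gamma with 300 µM nifuroxazide; values of inactives mirror those of a sister screen read the other way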
TLR4 MyD88 comp – inhibitors of TLR4-MyD88 association in cells, primary screen, cell-based, HeLa CL3-4, BLA complementation, FRET ratio; Toll-like receptor 4 (Homo sapiens) + Myeloid differentiation primary response protein …; HeLa CL3-4 TLR4/MyD88 BLA complementation; inhibition, % at 8.4 µM; actives 0.18% (n = 200,000); AID 861, 2007; in the data active = inhibition above about 25%;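 note: 0% = vehicle and 100% = reference inhibitor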
ROMK primary – ROMK potassium channel modulators, primary screen, cell-based, thallium flux, MLSMR library; ATP-sensitive inward rectifier potassium channel 1 (Homo sapiens), P48048; Tet-inducible ROMK, thallium flux fluorescence; actives lie on both sides; B-score at 10 µM; actives 2% (n = 130,000); AID 1918, 2009;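 active = signal ratio slope over the read window, or its plate-corrected B-score, at least 3 SD from the plate mean, either direction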;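 note: B-score of the F/F0 ratio slope over 7 to 12 s after thallium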
Target sequence (P48048 whole entry, looked up): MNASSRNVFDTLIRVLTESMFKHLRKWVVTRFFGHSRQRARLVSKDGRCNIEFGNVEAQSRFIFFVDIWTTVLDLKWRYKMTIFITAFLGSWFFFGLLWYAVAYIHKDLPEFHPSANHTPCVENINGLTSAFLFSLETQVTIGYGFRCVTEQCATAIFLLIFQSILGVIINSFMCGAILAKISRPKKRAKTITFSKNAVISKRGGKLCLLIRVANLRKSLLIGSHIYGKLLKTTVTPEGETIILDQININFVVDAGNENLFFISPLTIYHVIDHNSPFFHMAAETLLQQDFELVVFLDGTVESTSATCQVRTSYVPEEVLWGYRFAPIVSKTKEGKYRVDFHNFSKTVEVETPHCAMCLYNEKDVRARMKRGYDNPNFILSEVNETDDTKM
* hit, by the source's call; / = no result given.

Every second line gives: SRC2 TRFRET art	STAT3 act	STAT3 inh	S1P3 antag	PPARg SRC-3 ag	PPARg SRC-2 ag	RAM inhibit	PPARg SRC1 recr	STAT1 inh	TLR4 MyD88 comp	ROMK primary
> CCOC(=O)c1ccccc1C(=O)N1CCOCCOCCOCC1
 : 1462	96	4	2	-4	-10	-0.8	0	4	3	/
> CCCCOc1ccc(C(=O)N/C(=C/C=C/c2ccccc2)C(=O)NCCCO)cc1
 : 1570	93	9	-2	8	7	0.4	1	-11	8	0.71
> CCN1CCN(Cc2cc(=O)oc3ccc(Cl)cc23)CC1
 : 1322	110	-7	2	-9	-3	0.5	-11	0	6	-0.37
> NCCCC[C@@H]1NC(=O)[C@H](CCC(=O)O)NC(=O)c2cc([N+](=O)[O-])cc(I)c2OCC[C@@H](C(N)=O)NC1=O
 : 1402	102	-5	-4	3	-1	3.1	2	-6	-7	0.62
> Cc1cccc(-n2nc3c(c2NC(=O)c2ccc(S(=O)(=O)N4CCOCC4)cc2)CSC3)c1C
 : 1649	107	-5	/	-4	-7	3.7	4	3	-1	/
> Cc1ccc(C2(c3noc(CN4CCC(c5ccncc5)CC4)n3)CCCC2)cc1
 : 1867	92	14	6	0	3	0.9	5	24	-4	-2.1
> Cc1ccc(S(=O)(=O)n2nc(OC(=O)c3cccs3)cc2N)cc1
 : 1408	111	-9	5	0	7	3.6	6	5	2	-1
> O=C(N/N=C/c1ccccc1Cl)c1n[nH]c2c1CCCC2
 : 1600	43	68*	1	0	-3	3.2	-4	-29	9	/
> COc1ccc(OCC(O)CNCc2ccco2)cc1 (stereo not drawn)
 : 1774	95	11	5	3	-2	0.0	-3	0	3	-0.25
> CN1C[C@@H]2C[C@@H](c3ccc(C#CC(C)(C)O)s3)N3CCC[C@@]23C1=O
 : 1558	111	-7	-11	-1	-5	0.9	0	4	-3	0.057
> O=C(c1cccc(F)c1)N1CCN(C2CCCCC2)CC1
 : 1421	99	-1	/	-6	-5	0.4	2	0	9	-0.2
> O=c1c(-c2ccc(O)cc2)coc2cc(OC3OC(CO)C(O)C(O)C3O)cc(O)c12 (stereo not drawn)
 : 1367	103	-7	1	0	-10	3.5	-3	-23	-16	0.39
> COC(=O)NCc1cc2cc(Cl)ccc2[nH]1
 : 1623	121	-24	10	3	2	1.5	4	-6	8	/
> N/C(=N\OC(=O)COc1ccc2ccccc2c1Br)c1ccncc1
 : 1636	89	20	-10	4	0	-0.4	3	-18	-12	0.073
> CC1(C)NC(=O)N(CN2C(=O)NC(C)(C)C2=O)C1=O
 : 1516	99	5	-72	5	2	2.1	4	-1	0	/
> COc1ccc(CC(=O)Nc2ccc(C(=O)NC(C)(C)C)cc2)cc1
 : 1529	102	-6	-4	-5	-3	-1.2	-7	2	-3	2.8
> COc1ccc(C=O)cc1COc1c(F)c(F)cc(F)c1F
 : 1457	102	-2	/	4	1	2.3	3	-2	-8	3.9*
> CCCC(=O)Nc1nc2ccc(C(=O)OCC)cc2s1
 : 1589	107	0	/	3	-1	4.2	7	-30	-2	/
> O=C(c1ccc(Cn2cc(Cl)cn2)o1)N1CCN(Cc2ccc3c(c2)OCO3)CC1
 : 1380	97	10	-9	4	1	1.0	3	3	4	/
> Cc1oc2cc3oc(=O)c4c(c3cc2c1C)CCC4
 : 1651	95	11	13	-6	-5	3.8	8	-16	-2	-0.4
> CC(CN1CCN(C)CC1)OC(=O)c1ccc(F)cc1 (stereo not drawn)
 : 1371	98	11	2	-2	6	1.0	5	-24	-2	0.2
> CC(C)C(=O)Nc1ccc2c(c1)oc1ccccc12
 : 1503	128	-23	/	6	-2	3.2	7	-29	0	/
> CCN(CC)C(=O)c1ccc(NS(=O)(=O)c2ccc(/C=C/C(=O)O)cc2)cc1
 : 1581	104	-3	-38	7	5	1.4	-1	-2	-3	0.055
> C=CCn1c(SCC#N)nc2ccccc2c1=O
 : 1308	136*	-37	4	-12	-2	0.3	-2	-6	6	/
> COc1ccc(S(=O)(=O)N2CCOCC2)cc1NC(=O)c1ccc2c(c1)OCCO2
 : 1489	102	2	14	5	4	1.2	3	-7	3	0.032
> COc1ccc(CN(C)CC(=O)Nc2ccc(N3CCOCC3)cc2)cc1OC
 : 1700	112	-20	9	-5	1	0.4	-2	-3	3	/
> COc1ccc(-c2cc(-c3ccc(OC)cc3)c(C#N)c(SC)n2)cc1
 : 1815	96	8	/	6	2	4.8	7	-3	-13	/
> O=C1NCCN(Cc2ccc(Cl)c(F)c2)C1CC(=O)N1CCCO1 (stereo not drawn)
 : 1488	107	-2	-8	-2	-2	1.5	5	-12	-6	0.82
> O=C(Nc1ccn(Cc2ccccc2)n1)c1ccc2c(c1)OCO2
 : 1462	108	1	-17	-2	-12	-1.0	2	-25	-11	1.3
> O=C(O)Cc1ccc(C(=O)c2ccc(F)cc2)s1
 : 1684	102	-1	/	4	1	2.0	4	3	-1	/
> COc1cccc(NC(=O)[C@@H]2CCCN2C(=O)C2CCN(S(=O)(=O)c3ccc(C)cc3)CC2)c1
 : 1587	88	21	-10	4	12	0.4	7	10	0	/
> N#CCCCCN1c2cccc3cccc(c23)S1(=O)=O
 : 1586	103	2	11	3	9	-0.7	4	9	3	/
> COCC(C)NC(=O)c1ccc(CN2CCc3ccccc3C2)cc1 (stereo not drawn)
 : 1548	97	11	-21	1	6	-0.5	6	-5	10	-0.57
> COc1ccc(-c2csc(Nc3ccc(S(=O)(=O)Nc4cc(C)on4)cc3)n2)cc1
 : 1784	101	2	-12	6	5	5.4	8	-4	13	-0.28
> CCOC(=O)c1c(O)c2ccccc2n(-c2ccccc2)c1=O
 : 1462	101	4	-27	-1	1	0.0	2	2	9	-1.3
> c1ccc2c(c1)CNC1(CCCCC1)C2
 : 1511	101	3	-9	1	5	1.2	-1	6	11	-1.1
> CC1=CC2=NC(=O)/C(=C\c3cccn3CCOc3ccccc3)C(=N)N2O1
 : 1479	104	-2	16	3	6	6.1	6	4	-5	/
> CC1CCc2c(sc(NC(=O)CCCn3cnc([N+](=O)[O-])n3)c2C(N)=O)C1 (stereo not drawn)
 : 1625	92	12	1	2	4	1.9	7	-5	-14	-0.73
> CC(=O)c1c(C)[nH]c(C(=O)OCC(=O)Nc2cc(Cl)ccc2[N+](=O)[O-])c1C
 : 1543	110	-17	-4	-5	0	3.0	5	10	6	/
> O=C(CC1Sc2ncnn2C1=O)Nc1ccccc1 (stereo not drawn)
 : 1468	93	8	/	-1	-4	-0.1	-2	11	-5	-0.029
> O=C(Nc1ccc2ccccc2c1)c1onc2c1CCCC2
 : 1469	93	13	/	-11	-1	7.2	-5	-60	-2	/
> Cc1c(Cl)cccc1NC(=S)NNc1ncc(C(F)(F)F)cc1Cl
 : 1496	84	23	/	2	3	1.4	3	8	1	-1.7
> CN1C(=O)NC(c2ccccc2)C2=C1CN(c1ccc3ccccc3c1)C2=O (stereo not drawn)
 : 1663	94	11	/	13	3	4.7	0	13	-4	/
> CCn1cc(C2=NOC(C(=O)Nc3ccc4c(c3)OCO4)C2)c(C)n1 (stereo not drawn)
 : 1434	89	18	11	23	-2	1.3	-2	8	-4	/
> COc1ccc(-c2nnc(SCC(=O)N3CCc4ccccc4C3)o2)cc1
 : 1455	107	-2	-20	-4	3	2.0	5	14	-10	-0.82
> Nc1ncccc1OCc1ccc(Br)cc1
 : 1569	91	19	-2	2	3	3.2	9	-47	-10	-0.061
> O=C(COc1ccc(S(=O)(=O)NC2CCCCC2)cc1)NCc1ccccn1
 : 1460	98	6	-6	5	5	3.3	4	6	9	0.1
> CCOc1ccccc1C1C(C(=O)Nc2ccccc2OC)=C(C)Nc2nnnn21 (stereo not drawn)
 : 1567	96	9	-23	-1	-2	-0.5	-17	-2	5	0.0061
> C=CCn1c(COc2ccc(Cl)cc2)nnc1SCC(=O)N/N=C/c1cccc(O)c1
 : 1387	104	5	/	-1	-7	1.8	0	4	-6	/
> COC(=O)c1cc(C(=O)Nc2ccc(S(=O)(=O)NC(C)(C)C)cc2)cc([N+](=O)[O-])c1
 : 1591	104	-8	-1	-2	-3	0.5	-5	6	2	1.1
> Cn1c(N)c(C(=O)COC(=O)Cc2ccsc2)c(=O)n(C)c1=O
 : 1379	102	4	/	-8	-2	-0.9	-2	-2	-1	/
> CCC(=O)N1CCN=C1SCc1ccc(F)cc1
 : 1393	86	24	-2	-1	-11	1.4	-6	5	-4	/
> CCOC(=O)N1CCN(S(=O)(=O)c2ccc(C(=O)Nc3nc4ccc(F)cc4s3)cc2)CC1
 : 1601	95	9	-21	-7	-7	3.1	6	3	3	/
> O=C(NCCc1ccc(Cl)cc1)C1CCN(S(=O)(=O)c2ccc(Br)s2)CC1
 : 1582	101	7	-6	4	-11	8.0	2	-9	-4	0.0063
> Cc1nn(C)cc1S(=O)(=O)N1CCN(Cc2cccc(Cl)c2)CC1
 : 1692	101	4	-2	-4	-5	1.8	-1	-6	-1	0.36
> COc1ccc(NC(=O)c2ccccc2Cl)cc1NC(=O)CN1CCOCC1
 : 1498	92	15	-1	8	8	2.7	11	1	-11	0.16
> COC(=O)CNC(=O)Cn1nc(C)c([N+](=O)[O-])c1C
 : 1526	100	2	5	6	-6	-0.8	2	-6	-5	-0.23
> N#Cc1ccccc1Cn1c(=O)n(Cc2ccc(C(=O)NCc3ccco3)cc2)c(=O)c2sccc21
 : 1469	107	-8	8	-4	-5	1.7	-4	1	3	/
> CC(NC(=S)Nc1ccccc1Cl)C(c1cccs1)N1CCCC1 (stereo not drawn)
 : 1572	99	2	4	5	10	0.1	3	-2	-5	-0.4
> CC(=O)Nc1ccc(NC(=O)CN(c2cccc(C)c2)S(C)(=O)=O)cc1
 : 1303	95	11	/	-14	1	0.9	-10	1	10	0.046
> C/C=N\NC(=O)COc1cc(C)ccc1C
 : 1645	99	5	3	1	16	-0.1	6	-4	7	-0.41
> COc1ccc(C(=O)Nc2ccc3c(c2)nc(CCNC(C)=O)n3C)cc1
 : 1571	110	-5	/	-3	7	0.2	7	-7	-2	3*
